BAP1 block: blocks human BAP1 ubiquitin-AMC hydrolysis. activity remaining (% of control), % at 20 µM. 72,000 tested, 0.48% active. AID 436. recombinant BAP1, Ub-AMC hydrolysis fluorescence kinetic; hits give low values. Q92560;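 active = activity remaining at or below 50% of control, provided the compound also passes the data quality filters; inactive = the rest, including low values that fail the filters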;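 note: 100% = DMSO wells rate and 0% = substrate alone blank rate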
HePTP inh: human HePTP phosphatase inhibition; recombinant HePTP phosphatase activity, OD absorbance; inhibition, % at 20 µM; 110,000 tested, 0.64% active; in the data active = inhibition above about 50%;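 note: plate controls were vehicle for no effect and reference inhibitor for full effect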
Target sequence (P35236 whole entry, looked up): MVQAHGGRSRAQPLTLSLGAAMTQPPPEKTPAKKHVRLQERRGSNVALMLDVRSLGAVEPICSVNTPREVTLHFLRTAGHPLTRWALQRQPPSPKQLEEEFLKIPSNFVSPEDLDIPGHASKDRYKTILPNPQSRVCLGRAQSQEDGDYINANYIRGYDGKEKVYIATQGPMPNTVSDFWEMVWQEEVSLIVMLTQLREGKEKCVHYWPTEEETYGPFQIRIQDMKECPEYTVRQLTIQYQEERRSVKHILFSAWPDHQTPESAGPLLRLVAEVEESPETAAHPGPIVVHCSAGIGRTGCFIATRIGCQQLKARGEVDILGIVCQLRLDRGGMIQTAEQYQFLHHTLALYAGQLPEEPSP
* = called active by the depositor; . = not tested or not shown; & = joins results of further samples.

SMILES	HePTP inh	BAP1 block
COc1ccc(C2SCCN2C(=O)c2cc3ccccc3oc2=O)cc1 (configuration not stated)	-6.8	.
CCCN1CCN(C(=O)C2CCN(S(=O)(=O)c3ccc4c(c3)oc(=O)n4C)CC2)CC1	0.2	97.1
COc1ccc(C(=O)Nc2ccc(F)c([N+](=O)[O-])c2)cc1Br	0.9	.
CCOC(=O)NC1(C(F)(F)F)C(=O)NC(C)=C1C#N (configuration not stated)	7.7	78.3
CCS(=O)(=O)N1CCN(Cc2ccncc2)CC1	7.1	155.6
CCOC(=O)c1c(NC(=O)C2C3CCC(O3)C2C(=O)O)sc2c1CCC(CC)C2 (configuration not stated)	103.0*	.
O=C(CSc1nnc(-c2cccs2)o1)NCC1CN(Cc2ccccc2)CCO1 (configuration not stated)	7.8	65.6
COc1cc(/C=C2\C(=O)NC(=O)N(c3ccc(F)cc3)C2=O)cc(I)c1O	-11.6	.
COc1ccccc1NCC(=O)N/N=C\c1c(F)cccc1Cl	6.0	.
C/C(=N/N1CCN(Cc2ccccc2)CC1)c1ccc(Cl)cc1	-11.4	.
Cc1ccccc1Cn1cc(NC(=O)c2cc3nc(-c4ccco4)cc(C(F)(F)F)n3n2)cn1	10.7	71.2
CCCc1cc(-c2nc(N)ncc2-c2ccc3c(c2)OCCCO3)c(O)cc1OC	4.9	.
O=C(O)CSc1nc2ccccc2c(=O)[nH]1	5.3	.
O=c1cc(NCC2CCCO2)[nH]c(=O)n1-c1ccc(Cl)cc1 (configuration not stated)	.	96.3
COc1cc(C(=O)Nc2cc(Cl)ccc2C)cc(OC)c1OC	0.1	.
CCCS(=O)(=O)N1CCC(C(=O)N2CCOCC2)CC1	7.0	102.5
COC(=O)c1cc(NC(=O)c2ccc(I)cc2)cc(C(=O)OC)c1	-6.4	.
CCOC(=O)C1=C(C)N(c2ccc(OC)cc2)C(=O)/C1=C\c1ccc(C(=O)O)cc1	8.8	.
CCOP(=O)(OCC)/C(=C(\NC(=O)c1ccccc1)C(=O)Nc1ccccc1C(F)(F)F)c1ccccc1	7.3	.
Cc1oc2ccc(O)c(CN3CCOCC3)c2c1C(=O)c1ccc(Cl)cc1	10.9	91.3
COc1cccc(/C=N/Nc2ncc(Br)cn2)c1O	-19.2	.
Oc1cc(N=C/C=C/c2cccc(Br)c2)ccc1-c1nc2ccccc2o1	1.0	.
O=C(O)c1ccc(C(=O)Nc2ccccc2Br)c(C(=O)O)c1	4.2	.
CCOc1c(Br)cc(/C=C2/C(=O)NN(c3ccccc3)C2=O)cc1OC	9.2	.
Cc1ccsc1CNn1cnnc1SCc1ccccc1F	11.5	137.2
CCCCCCCN(C(=S)Nc1ccc(F)cc1)C1CC(=O)N(c2ccc(OCCC)cc2)C1=O (configuration not stated)	-6.0	.
Cn1c2ccccc2c2nnc(SC3CCOC3=O)nc21 (configuration not stated)	-13.0	89.8
Cc1ccc2c(c1)N(CCC(=O)NCCN1CCOCC1)C(=O)CO2	-2.3	103.0
COc1cc(C2C(C(=O)OCCOc3ccccc3)=C(C)NC3=C2C(=O)CCC3)ccc1OC(C)=O (configuration not stated)	-5.4	.
CC(C)CC(C(=O)Nc1ccccc1C(C)C)N1C(=O)c2ccccc2C1=O (configuration not stated)	.	87.5

A different layout for some results above.
Screens in order – HePTP inh	BAP1 block
> CCOC(=O)NC1(C(F)(F)F)C(=O)NC(C)=C1C#N (configuration not stated)
  7.7	78.3
> Cc1ccccc1Cn1cc(NC(=O)c2cc3nc(-c4ccco4)cc(C(F)(F)F)n3n2)cn1
  10.7	71.2
> CCS(=O)(=O)N1CCN(Cc2ccncc2)CC1
  7.1	155.6
> CCOc1c(Br)cc(/C=C2/C(=O)NN(c3ccccc3)C2=O)cc1OC
  9.2	.

Carrying on.
SMILES	HePTP inh	BAP1 block
O=C(NC1CCCCCCC1)C1=COCCO1	.	122.3
O=C(COc1ccccc1O)c1cccs1	-9.5	117.9
CC(C)[C@H](NC(=O)NCc1cccs1)C(=O)O	4.3	101.2
CCCCN(C)C(=O)CCC(=O)Nc1ccc2nc(N3CCOCC3)cc(C)c2c1	7.7	.
CCc1ccc(OCCCCCn2ccnc2)cc1	6.0	.
COCCCNc1nc2c(c(=O)[nH]c(=O)n2C)n1CCCc1ccccc1	4.0	98.0
CCC(C)NC(=O)CS(=O)Cc1nc(-c2ccccc2C)oc1C (configuration not stated)	9.5	92.7
COc1cccc(C2=CC(c3ccc(OC)c(OC)c3OC)n3nnnc3N2)c1 (configuration not stated)	0.9	83.0
COc1cccc(NC(=O)CSCc2n[nH]c(=O)[nH]2)c1	11.0	110.2
CCc1ccc(C2C(C(=O)OC3CCCC3)=C(C)NC3=C2C(=O)CCC3)cc1 (configuration not stated)	-22.7	.
CN(C)S(=O)(=O)N(CC(=O)N1CCOCC1)c1ccccc1	-4.8	94.8
O=C1CCCc2c1[nH]c1ccc(OCc3ccccc3)cc21	.	107.6
Cc1cccc2cc(C#N)c(NCCNC(=O)NC3CCCCC3)nc12	2.8	.
CCN(CC)S(=O)(=O)c1cccc(C(=O)OCC(=O)N2CC(=O)Nc3ccccc32)c1	0.2	91.6
CCCc1cc(=O)[nH]c(SCC(N)=O)n1	7.0	98.0
C=CCNC(=O)CN(c1cc(Cl)cc(Cl)c1)S(C)(=O)=O	-11.5	.
COc1ccccc1N1CCN(/N=C\c2cc(Br)c(O)c(OC)c2)CC1	-2.5	.
COc1cc2c(cc1NC(=O)C/C(C)=N/NC(=O)c1ccoc1C)oc1ccccc12	-1.5	.
C=CCn1c(SCC(=O)c2ccc(OC)cc2)nnc1-c1cc2cccc(OC)c2o1	1.9	.
CC(C)Oc1ccc(NC(=O)C23CC4CC(CC(C4)C2)C3)cc1	-2.3	.
CC(C)(C)c1cc(C2=C(Cl)C(=O)c3ccccc3C2=O)cc(C(C)(C)C)c1O	3.2	.
OC(COc1c(Br)cc(Br)cc1Br)CN1CCOCC1 (configuration not stated)	0.2	103.5
CCOC(=O)c1c(C)n(C)c2cc(OCCN(CC)CC)ccc12	3.4	106.3
O=C(COC(=O)c1ccc(N2C(=O)c3ccccc3C2=O)cc1)COC(=O)c1ccc(N2C(=O)c3ccccc3C2=O)cc1	5.6	.
CCOc1ccc(NC(=O)c2cccc(-c3ccc(OC(C)=O)cc3)c2)cc1	-15.3	.
O=C1/C(=C/c2ccc(Br)o2)SC(=S)N1c1ccccc1	7.4	.
CCOc1ccc(OCC)c(NC(=O)CC2Oc3ccccc3NC2=O)c1 (configuration not stated)	-10.3	92.6
O=C(NCc1ccccc1)C1CCCN(C(=O)Nc2ccccc2)C1 (configuration not stated)	-6.4	96.5
N/C(=N\OC(=O)COc1ccc2ccccc2c1)c1cccnc1	1.0	.
O=C(Nc1ccncc1)c1ccccc1Oc1ccccc1	2.8	.
CCC(=O)Nc1ccc(-c2nnc(-c3ccccc3)o2)cc1	8.0	.
COC(=O)c1ccc(N2CCN(C)CC2)c(NC(=O)c2cc3ccccc3o2)c1	11.9	114.7
COC(=O)c1c(NC(=O)CSc2nc3c(c(=O)n(C)c(=O)n3C)n2C(C)C)sc(C)c1C	-8.1	76.7
COc1ccccc1NC(=O)N1CCCC1C(=O)NCc1ccccc1 (configuration not stated)	-0.2	88.6
CCOc1ccccc1NC(=O)c1cc([N+](=O)[O-])ccc1N1CCN(C)CC1	-3.3	.
COc1cc(C(=O)NCc2ccncc2)cc(OC)c1OC	2.8	.
COc1ccc(C(C)NC(=O)C2CCCO2)cc1OC (configuration not stated)	5.3	78.0
Cc1cccc(N2C(=O)/C(=C/C=C/c3ccccc3)SC2=S)c1C	-2.3	.
Cc1ccc(Cl)cc1N1CCN(C(=O)c2ccc(CN3CCOCC3)cc2)CC1	2.1	124.8
COCC(=O)N(Cc1cc2cc(OC)ccc2[nH]c1=O)c1ccccc1	6.2	.
COc1cccc(N2CCN(C3CCCC(C)C3)CC2)c1 (configuration not stated)	6.7	106.5
O=C(NCCC1=CCCCC1)C1CCN(C(=O)Nc2ccccc2)CC1	6.8	95.1
CCOC(=O)c1c(C)oc2ccc(OCc3ccccc3F)cc12	2.7	.
COC(=O)C1=C(C)NC(=O)NC1c1cc(Br)c(O)c(OC)c1 (configuration not stated)	.	90.7
CC(C)(C)c1ccc(C(=O)N/N=C/C2CC=CCC2)cc1 (configuration not stated)	9.0	.
CCCC(CCC(=O)Nc1ccc(C(=O)OCC)cc1)C(=O)O (configuration not stated)	-3.7	55.7
O=c1c2ccccc2c(-c2ccc(F)cc2)nn1-c1cc(Cl)ccc1[N+](=O)[O-]	10.4	.
O=C(Nc1ccc(O)c(-c2nc3ccccc3s2)c1)c1ccc(Cl)cc1	.	136.3
CCCCn1c(NC(=O)CC)c(C#N)c2nc3ccccc3nc21	38.1	197.5
CCOC(=O)C1CCCN(C2CC(=O)N(c3ccc(C)cc3)C2=O)C1 (configuration not stated)	-6.5	.
COc1cc(NC(=O)c2cccs2)c(OC)cc1NC(=O)CCn1nnc2ccccc21	4.5	99.2
CCOc1cc(C(=O)Nc2cc(Cl)ccc2C)cc(OCC)c1OCC	.	84.4
O=C(Nc1ncccn1)c1ccc([N+](=O)[O-])o1	9.6	.
CCn1ncc(C2=NOC(C(=O)Nc3cc(OC)c(Cl)cc3OC)C2)c1C (configuration not stated)	9.5	97.0
COc1cc(-c2nc(-c3ccccn3)no2)cc(OC)c1OC	9.4	91.5
COc1ccc(N(CC(=O)Nc2ccc3ccccc3c2)S(=O)(=O)c2ccc(C)cc2)c(OC)c1	-10.4	.
O=C(O)c1ccc(NCCC(=O)c2ccccc2)cc1	-11.8	.
C=CCn1c(SCC(=O)Nc2ccccc2OC)nc(O)c(CC)c1=O	-0.7	107.7
COc1ccccc1C(=O)Nc1ccc(S(=O)(=O)Nc2cc(C)on2)cc1	-0.2	60.3
Cc1cc(C)cc(N2C(=O)NC(=O)/C(=C\c3ccc(N4CCOCC4)o3)C2=O)c1	-0.5	.

Next records.
SMILES	HePTP inh	BAP1 block
COc1ccc(S(=O)(=O)Oc2ccc3ccccc3c2)cc1	-10.0	.
CCCCCSc1nc2c(c(=O)[nH]c(=O)n2C)n1CCc1ccccc1	-1.0	76.6
COC(=O)COc1nc(C)c2c(c1C#N)CC(C)(C)OC2	11.8	91.6
COC(=O)NNC(=O)c1cc(OC)c(OC)c(OC)c1	1.3	.
O=C(NN=C1CCC(=NNC(=O)c2ccccc2Cl)CC1)c1ccccc1Cl	2.0	.
Cc1cccc(N2CCN(C(=S)c3ccc(N(C)C)cc3)CC2)c1	2.2	.
Nc1cc(C(=O)OCC(=O)N2CCCC2)ccc1Cl	2.0	88.5
Cc1cccc(C(=O)Nc2cccc(NC(=O)c3ccc(F)cc3)c2)c1	.	104.6
CCC(C)(C)n1nnnc1C(c1cc2cccc(C)c2[nH]c1=O)N1CCCC1 (configuration not stated)	5.2	108.2
O=C(NCc1cccs1)C(Cc1ccccc1)NS(=O)(=O)c1cccs1 (configuration not stated)	10.8	84.7
CCc1ccc(-c2ccc(C(=O)Nc3ccc(I)cc3C)cc2)nc1	.	77.2
CCS(=O)(=O)N1CCCC(C(=O)NC2CCCC2)C1 (configuration not stated)	4.3	99.2
CC(C)c1ccc(/C=N/n2cnnc2)cc1	10.0	.
COc1ccc(/C=C2/SC(=S)N(c3cccc(C(F)(F)F)c3)C2=O)cc1	-1.6	.
COC(=O)c1c(NC(=O)CCCC(=O)O)sc2c1CCC(C)C2 (configuration not stated)	-16.0	.
COc1ccc(-c2nn(-c3ccccc3)cc2/C=C/C(=O)c2ccccc2)cc1	5.4	.
O=C(NN1C(=O)C2C(C1=O)C1C=CC2C12CC2)c1ccncc1 (configuration not stated)	6.9	.
Cc1ccc(COc2cc3oc(=O)c4c(c3cc2Cl)CCC4)cc1	-5.7	.
CCc1c(C)nc2ncnn2c1N1CCC(C(=O)N2CCN(c3ccccc3)CC2)CC1	-1.3	126.8
CC(=O)c1ccc(OCC(O)CN2CCOCC2)cc1 (configuration not stated)	5.2	98.1
CC(=O)c1cn(CC(=O)NCc2cccnc2)c2ccccc12	0.8	106.3
Cc1ccc2c(CC(=O)NC3=NCCS3)coc2c1	2.8	92.9
COc1cc(/C=C2\SC(=Nc3ccc(C)c(Cl)c3)NC2=O)ccc1C	15.5	.
CC1=NN(c2ccc(S(N)(=O)=O)cc2)C(=O)/C1=C\c1ccc(C)cc1	16.6	.
CC(=O)NN1C(=O)/C(=C\c2ccc(I)o2)SC1=S	2.7	.
Oc1ccc(C(=S)N2CCOCC2)cc1	-5.2	.
O=S(=O)(Cc1ccccc1)N1CCN(C/C=C/c2ccccc2)CC1	7.4&4.5	99.0
c1ccc(N2CCN(C3CCSC3)CC2)cc1 (configuration not stated)	1.0	106.0
Nc1nc(SCC(=O)NCC2CCCO2)n[nH]1 (configuration not stated)	4.0	86.4
O=C1C2C3C=CC(C4CC34)C2C(=O)N1CCc1ccccc1 (configuration not stated)	4.9	.
CN(c1ccccc1)c1ccc(C=C2C(=O)NC(=O)NC2=O)cc1	7.9	.
c1ccc(-c2onc3ccc4c5ccccc5oc4c23)cc1	-3.9	.
CN(c1ccccc1C(=O)N1CCc2ccccc2C1)S(C)(=O)=O	-7.4	78.1
O=C(CSc1ncn(-c2ccccc2)n1)c1ccc(Cl)cc1	6.0	.
CC1(C)Cc2c(c(-c3ccccc3)nc3[nH][nH]c(=O)c23)CO1	1.5	148.7
COc1ccc(OC)c(C2=NOC(C(=O)NCCN3CCOCC3)C2)c1 (configuration not stated)	12.1	77.7
